# LGR2 inh – inhibitors of bursicon-induced LGR2 CRE-luciferase signal, primary screen, cell-based, HEK293, CRE-luciferase reporter, bursicon stimulation | Drosophila bursicon receptor LGR2 (rickets) | bursicon-stimulated, 4 h | inhibition, % at 9.99 µM | 380,000 compounds, 0.35% hits;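 active = drop in luminescence signal, shown as inhibition above about 50% in the replicate tests, limit read from the data, passing the limit was not always enough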;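 also: agonist challenge used bursicon conditioned medium at about half maximal strength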
# FN deposition inh – inhibitors of fibronectin matrix deposition, primary screen, AH1F cells, Alexa488-fibronectin fluorescence, plate reader. AH1F fibroblasts, overnight. inhibition, % at 12.6 µM. 350,000 compounds, 0.086% hits;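 active = mean inhibition across replicates of 30% or more, regardless of how many single replicates reach that level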;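 also: positive control wells lacked labelled fibronectin entirely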
#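 Schedule: 1 h cell adhesion before compound, then overnight fibronectin incubation; test system: AH1F fibroblast monolayer depositing Alexa488-labelled fibronectin into matrix; quantity: 10000 AH1F cells per well; probe or stimulus: fluorescent fibronectin at 24 nM final; signal: fluorescence, ex 485 nm, em 525 nm; evaluation: percent inhibition as loss of matrix-bound fibronectin fluorescence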
# PGC1a acetyl inh – inhibitors of PGC1a acetylation signal, primary screen, cell-based, U2OS, AlphaScreen, inhibitor mode. AlphaScreen anti-acetyl-lysine; with virally co-expressed GCN5 acetyltransferase. inhibition, % at 15.6 µM. 350,000 compounds, 0.17% hits. AID 651687, 2012;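 active = every replicate shows inhibition of at least 40%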;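 also: 0% = neutral control wells and 100% = positive control wells; some results beyond the cut were filed as inactive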
# Cneo AK release – Cryptococcus neoformans cell lysis inducers, primary screen, AK release luminescence, single concentration; C. neoformans lysis, adenylate kinase release luminescence, 4 h; normalised: neutral wells 0, clomiphene wells 100; lysis activity, % at 15 µM; 360,000 compounds, 0.2% hits;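 active = mean lysis activity across replicates of at least 80%, whatever share of replicates individually reach that level; inactive = mean lysis activity below 80%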
#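 Assay system: log-phase C. neoformans yeast / Quantity: yeast cell density of 5 × 10^6 cells/mL / Medium: fresh YPD growth medium / Compound: single dose / Timing: static 4 h at 37 °C with compound, 1 h detection / Measured by: adenylate kinase release luminescence / Read-out: lysis from increased AK signal / Benchmarks: Clomiphene as positive lysis control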
# CASP6 VEID inh – human caspase-6 inhibitors, primary screen, biochemical, VEID-R110 fluorescence, single point, set 2 | P55212 | purified caspase-6, Z-VEID-R110 cleavage fluorescence | inhibition, % at 12.5 µM | 350,000 compounds, 0.53% hits;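 active = mean inhibition across replicates at least about 35%, with every replicate also reaching that limit, limit read from the data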;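 also: 0% = median of neutral control wells and 100% = no fluorescence left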
# Target sequence (P55212 24-179 limits assumed): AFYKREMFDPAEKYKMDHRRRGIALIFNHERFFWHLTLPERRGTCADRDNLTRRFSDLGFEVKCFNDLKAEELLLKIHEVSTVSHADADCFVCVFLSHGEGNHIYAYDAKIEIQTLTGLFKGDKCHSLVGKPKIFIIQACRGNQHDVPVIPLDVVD
# Target sequence (P55212 194-293 limits assumed): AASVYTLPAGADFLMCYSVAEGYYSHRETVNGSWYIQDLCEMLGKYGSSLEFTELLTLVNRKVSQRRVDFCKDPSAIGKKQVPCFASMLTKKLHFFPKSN
# EWS-Fli inh – EWS/Fli-driven NR0B1 reporter inhibitors, primary screen, A673 cells, NR0B1 luciferase, luminescence, MLPCN library; 350,000 compounds, 0.67% hits; viability-normalised; inhibition, % at 12.6 µM;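 active = mean inhibition of at least 50% after viability correction, with every replicate also passing that limit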;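 also: firefly luciferase signal divided by Alamar Blue viability fluorescence both relative to DMSO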
# miR122 inh – miR-122 Renilla sensor signal increase in Huh7, primary screen, miR-122 inhibitor project, cell-based, single point, plate reader | AID 602342, 2012 | Huh7 miR-122 Renilla luciferase sensor, 48 h; neutral wells = 0, positive control = 100 | activation (reporter increase), % at 12.5 µM | 340,000 compounds, 0.3% hits;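 active = mean replicate activation score at least 90 and every replicate individually at or above 90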;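 also: higher luciferase means less miR-122 activity so hits act as miR-122 inhibitors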
# PAX8 reporter – inhibitors of PAX8-driven TPO luciferase reporter, primary screen, RMG-I cells, single concentration. SteadyGlo, 24 h. inhibition, % at 12.6 µM. 360,000 compounds, 1.2% hits. AID 652154, 2013;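 active = mean replicate inhibition at least 60% with every replicate also reaching 60%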;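 also: luciferase light reporting Pax8 driven TPO promoter activity; plate controls were median of neutral control wells for no effect and mitoxantrone controls for full effect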
# Active calls of the source: *; / = no result given; & = joins results of further samples; [ ] = remark or other dose.
SMILES	miR122 inh	LGR2 inh	FN deposition inh	EWS-Fli inh	Cneo AK release	PGC1a acetyl inh	CASP6 VEID inh	PAX8 reporter
C[C@H](CO)N1C[C@H](C)[C@@H](CN(C)C(=O)Nc2cccc3ccccc23)Oc2ccc(NC(=O)CCC(F)(F)F)cc2CC1=O	2[16.7 µM]	-3	-6	14	0	1	5	-8
Cc1[nH]c(=S)c(C#N)c(-c2ccccc2)c1C(=O)Nc1ccccc1	/	-3	7	1	/	0	4	-14
O=C(N[C@H]1CC[C@H](CCNC(=O)c2ccccc2F)O[C@H]1CO)c1ccc2c(c1)OCO2	/	-5	-3	6	44	4	-2	1
Cc1ccc2c(c1)C1(C(=O)N2)N2CCCC2C(C(=O)c2ccc3ccccc3c2)C12C(=O)Nc1ccccc12 (configuration not stated)	-13	-29	-3	-18	1&5	3	1	15
C[C@H](CO)N1C[C@H](C)[C@H](CN(C)C(=O)Nc2ccc3c(c2)OCO3)Oc2ccc(NC(=O)Nc3ccc(C(F)(F)F)cc3)cc2C1=O	-3[16.7 µM]	2	/	-9	-3	1	-2	/
CCOC(=O)[C@]12CCCC=C1N(Cc1cccc3ccccc13)C(=O)[C@H](CC(=O)NCc1ccc(OC)c(OC)c1)C2	/	40*	-4	14	/	/	1	27
C[C@H]1CN([C@@H](C)CO)C(=O)c2cc(NS(=O)(=O)c3cccs3)ccc2O[C@@H]1CN(C)Cc1ccc(C(F)(F)F)cc1	-4[16.7 µM]	12	/	9	-4	-7	-1	10
CC(C)NC(=O)N(C)C[C@H]1Oc2cc(C#Cc3cccc(F)c3)ccc2S(=O)(=O)N([C@H](C)CO)C[C@H]1C	1[16.7 µM]	-11	-3	-5	-2	10	5	/
CCC(C)NC(=S)N1CCN(C(c2ccccc2)c2ccccc2)CC1 (configuration not stated)	3	4	-7	/	2	/	/	22
OC[C@@H]1CN(Cc2ccco2)C[C@H](n2cnc3c(NC4CCCC4)ncnc32)O1	-7	-1	-8	-6	0	9	-2	-21
COc1ccccc1NC(=O)C(=O)N/N=C(\C)CC(=O)Nc1ccccc1C(F)(F)F	/	11	9	-13	0	/	-6	-9
CCN(CC)C1=CC(=[N+]2CCCC2)CC(C)(C)C1	14	3	-5	/	3	/	/	7
N#C[C@H]1[C@H](c2ccccc2-c2ccccc2F)[C@@H](CO)N1C(=O)c1cccc(F)c1	/	7	7	-5	/	1	2	3
COc1cc2sc3ccc(-c4ccc5[nH]ccc5c4)cc3c(=O)c2cc1OC	-6	-67	-2	-173	25	-15	/	24
Cc1ccc(C(=O)NN2CC(O)=C(c3nc(-c4cccc([N+](=O)[O-])c4)cs3)C2=N)cc1	/	5	-1	-10	/	-1	1	20
CCOC(=O)C1=C(C)Nc2sc(C(=O)c3ccc(F)cc3)c(N)c2C1c1ccc(C(=O)OC)cc1 (configuration not stated)	-5	19	-5	/	2	3	/	3
Cc1ccc2nc(NCCc3ccccc3)c3nncn3c2c1	-3	-26	6	-34	0	/	1	-1
S=C(NCCSCc1ccc(Cl)cc1)Nc1ccccc1	33	13	-4	/	3	-5	/	10
COc1ccc(C2Nc3ccccc3C(=O)N2Cc2ccco2)cc1COc1ccc(F)cc1 (configuration not stated)	5	/	4	/	-2	-40	/	11
O=C(C[C@H]1C[C@H]2c3cc(NC(=O)Cc4ccncc4)ccc3O[C@H]2[C@H](CO)O1)NCc1ccccc1	4[16.7 µM]	7	-8	35	0	-1	1	56
CO[C@@H]1CN(C)C(=O)c2cc(NC(=O)NC(C)C)ccc2OC[C@@H](C)N(C(=O)NC(C)C)C[C@H]1C	1[16.7 µM]	-10	-6	7	-2	/	-1	-5
Nc1nc(NCc2ccccc2)nc(NCCO)c1[N+](=O)[O-]	-7	-10	7	8	-3	-5	-5	-12
Cc1ccccc1C(=O)N1CCC(C(=O)N(C)CCOc2ccccc2)CC1	1	0	-2	0	11	0	-111	/
C[C@H](NC(=O)C[C@H]1CC[C@@H]2[C@H](COC[C@@H](O)CN2C(=O)Nc2cccc(F)c2)O1)c1ccccc1	-5[16.7 µM]	-3	-10	-43	-2	5	-2	3
COc1ccc(NC(=O)C=C(C)C)cc1Cl	-6	-20	/	/	-4	-5	/	/

# Filtered by structure: those above with a thiophene ring, fused or not.
SMILES	miR122 inh	LGR2 inh	FN deposition inh	EWS-Fli inh	Cneo AK release	PGC1a acetyl inh	CASP6 VEID inh	PAX8 reporter
C[C@H]1CN([C@@H](C)CO)C(=O)c2cc(NS(=O)(=O)c3cccs3)ccc2O[C@@H]1CN(C)Cc1ccc(C(F)(F)F)cc1	-4[16.7 µM]	12	/	9	-4	-7	-1	10
CCOC(=O)C1=C(C)Nc2sc(C(=O)c3ccc(F)cc3)c(N)c2C1c1ccc(C(=O)OC)cc1 (configuration not stated)	-5	19	-5	/	2	3	/	3

# Continued.
SMILES	miR122 inh	LGR2 inh	FN deposition inh	EWS-Fli inh	Cneo AK release	PGC1a acetyl inh	CASP6 VEID inh	PAX8 reporter
COc1ccccc1NS(=O)(=O)c1cc(N=N/C(C(=O)Nc2ccc(Cl)cc2)=C(/C)O)ccc1C	-13	-8	-3	-1	0	-2	3	3
CC(CCc1ccccc1)NCc1ccncc1 (configuration not stated)	3	6	10	/	1	12	/	/
C[C@H](CO)N1C[C@H](C)[C@@H](CN(C)C(=O)CCCN(C)C)OCCCC[C@H](C)Oc2ccc(NS(=O)(=O)c3cccs3)cc2C1=O	5[16.7 µM]	12	/	-12	0	-16	-20	-4
COc1ccc(CN2CC(=O)N(c3ccccc3OC)C2=S)cc1OC	/	1	1	-4	/	/	-3	1
CCN(CC(F)(F)C(F)F)S(=O)(=O)c1ccc(NC(=O)OC)cc1	-1	/	-37	/	-1	-9	/	/
Cn1c(CNS(=O)(=O)c2ccc(Br)cc2)n[nH]c1=S	-10	/	0	/	6	11	/	-1
O=C(c1cc2cc([N+](=O)[O-])ccc2oc1=O)n1cccn1	0	5	0	5	3	2	-1	-31
CSc1ncc(Cl)c(C(=O)NCc2ccc3c(c2)OCO3)n1	3	-10	/	/	2	-9	/	/
Cn1nnc(NC(=S)NC(=O)Cc2ccccc2)n1	3	-2	1	0	11	-11	-2	-5
O=S(=O)(c1ccccc1F)N1[C@@H]2CNC[C@H]1C2c1ccc(-c2cccc(F)c2)cc1 (some centres not stated)	/	-7&15	5&-15	36&42	/	2&2	-4&-6	-9&0
CC(C)(C)NC(=S)NNC(=O)c1ccc2ncccc2c1	1	-22	-8	-75	1	-11	-1	-167
CC1Cc2ccccc2N1C(=O)C12CCC(C)(C(=O)C1)C2(C)C (configuration not stated)	-4	/	-2	/	1	-9	/	14
C[C@@H]1CCCCO[C@@H](CN(C)CC2CCCCC2)[C@H](C)CN([C@@H](C)CO)C(=O)c2cc(NS(C)(=O)=O)ccc2O1	1[16.7 µM]	-2	1	3	0	-2	2	1
COc1ccccc1NC(=O)C(C/C=C(\C)Cl)C(C)=O (configuration not stated)	-1	13	/	/	3	-11	/	/
O=C(C[C@@H]1C/C=C/CC[C@@H](Cc2ccc(F)cc2)C(=O)O[C@@H](c2ccccc2)CNC1=O)NCCO	/	10	-3	-8	3	/	-1	2
CN1CCc2c(sc3nc(NN)n(Cc4ccccc4)c(=O)c23)C1	-3	9	-13	0	1	3	0	13
O=C(NN=C1CCCC1)c1sc2ccccc2c1Cl	/	-18	-7	10	/	-5	1	-50
c1ccc2c(c1)[nH]c1nc(SCCN3CCOCC3)nnc12	-4	/	7	/	-4	13	/	-20
CN(c1ccc(C(=O)NCCSCc2ccco2)cc1)S(C)(=O)=O	0	-36	/	/	8	-1	/	/
COc1ccccc1OCc1ccc(C(=O)N2CCN(C)CC2)o1	-6	-2	4	-3	6	0	2	-21
CN1C(=O)c2cc(NC(=O)Cc3cccs3)ccc2OC[C@H]2O[C@@H](CC(=O)NCc3ccc(-c4ccccc4)cc3)CC[C@H]21	0[16.7 µM]	11	2	8	-5	-3	1	34
Cc1noc(C)c1NC(=O)N1C[C@@H](O)COC[C@@H]2O[C@@H](CC(=O)NCC3CC3)CC[C@H]21	0[16.7 µM]	-28	1	-6	-3	13	-2	-5
CSc1nc(NS(=O)(=O)c2cc(C)c(Cl)cc2Cl)nn1C	/	1	/	/	0	/	-2	-5
O=C(Nc1ccc(F)cc1)N[C@H]1CC[C@H](CCNS(=O)(=O)c2cccc(Cl)c2)O[C@H]1CO	/	5	3	4	-2	8	4	16
COc1ccc(NC(=O)CCS(=O)(=O)c2cc3c(cc2Cl)NC(=O)CO3)cc1OC	-1	5	5	/	-2	-4	6	0
CCS(=O)(=O)c1c([N+](=O)[O-])ncn1C	/	5	3	-3	/	/	0	-3
Cc1ccc(C(=O)O)cc1NC(=O)Nc1cccc2ccccc12	2	-3	0	5	0	/	-2	/
Cc1ccc(CNC(=O)C2CCC(=O)N(CCc3cccc(F)c3)C2)cc1 (configuration not stated)	-7	-7	0	/	0	4	2	/
COc1ccc(C#Cc2ccc([C@H]3[C@H]4CN(S(=O)(=O)c5cn(C)cn5)CCCCN4[C@H]3CO)cc2)cc1	-16[16.7 µM]	-10	/	-25	1	12	-3	5
CC(=O)Nc1ccc(C(=O)NNC(=O)c2csc(N3CCOCC3)n2)cc1	0	-4	0	-4	-2	6	0	2
CN1CCN(C(=O)C[C@@H]2C[C@@H]3c4cc(NC(=O)C5CCC5)ccc4O[C@@H]3[C@@H](CO)O2)CC1	-3[16.7 µM]	10	/	2	23	2	-4	1
O=C(C[C@@H]1CC[C@H]2[C@@H](COC[C@@H](O)CN2CC2CCCCC2)O1)NCc1ccc(F)cc1	3[16.7 µM]	-6	-5	70*	1	-12	-1	-23
COc1ccc(N(C(=O)c2ccco2)C(C(=O)NC2CCCC2)c2cccs2)cc1 (configuration not stated)	-4	14	7	6	4	-23	3	-3
CCOc1ccccc1Nc1ncnc2c1cnn2-c1ccccc1	-1	-16	-5	-5	1	-1	1	-2
O=C(c1ccc(F)cc1)c1cc2ccccc2o1	-4	/	-1	/	4	-2	/	-233
CN(C)CCCN(C(=O)c1sc2ccccc2c1Cl)c1nc2c(F)cccc2s1	1	-18	2	/	-1	5	/	-6
Cc1noc(C)c1S(=O)(=O)Nc1ccc2c(c1)C(=O)N([C@@H](C)CO)C[C@@H](C)[C@H](CN(C)C(=O)C1CCCCC1)OCCCC[C@@H](C)O2	-14[16.7 µM]	-14	/	4	6	-10	1	3
C[C@@H]1CN([C@@H](C)CO)C(=O)Cc2cc(N(C)C)ccc2O[C@@H]1CN(C)C(=O)Nc1ccc2c(c1)OCO2	-2[16.7 µM]	-15	1	-1	-1	5	-2	-11
CCOCCCNC(=O)c1ccc(N(C)S(=O)(=O)c2ccc(OC)cc2)cc1	/	-3	-15	/	0	-5	/	/
CCNC(=S)N(Cc1ccco1)Cc1cc2cc(OCC)ccc2[nH]c1=O	/	11	6	3	/	-14	1	-4
CN(C)CCNC(=O)C(=O)NCC(c1ccc2c(c1)OCO2)N1CCN(c2ccc(F)cc2)CC1 (configuration not stated)	6	-7	14	0	1	-19	-5	8
